GPR55 antagonists: inhibition of LPI-stimulated GPR55 beta-arrestin translocation – imaging, U2OS, beta-arrestin-GFP, LPI agonist, primary screen (AID 2013) | U2OS GPR55 beta-arrestin-GFP translocation imaging, LPI antagonism; higher % means a stronger effect | one-dose inhibition, % at 10 µM; IC50 in µM for titrated hits | actives 0.13% (n = 290,000);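 active = spots per cell inhibited over 60%, with over 100 cells counted and total cytoplasm intensity under 500,000; inconclusive = wells with under 100 cells, flagged as likely toxic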;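 also: U2OS cells stably carrying GPR55 and arrestin-GFP stimulated by 5 µM LPI near EC80; imaged beta-arrestin-GFP aggregate spots per cell after agonist stimulation; plate controls were LPI-stimulated DMSO wells for no effect and DMSO wells without LPI for full effect; some results filed as inactive read as strong as hits; confirmed hits need IC50 under 10 µM and bright autofluorescent wells are also inconclusive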
GPR55 beta-arrestin: GPR55 agonists via beta-arrestin recruitment, primary screen, imaging, U2OS cells, beta-arrestin-GFP redistribution (AID 1961) | activation, % at 10 µM; hits with a dose series show EC50 in µM | U2OS GPR55 beta-arrestin-GFP redistribution imaging; higher % means a stronger effect | actives 0.048% (n = 290,000);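 active = activation above 40% with more than 50 cells counted in the well; inconclusive = wells holding fewer than 50 cells, flagged as toxic or sparse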;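 also: U2OS osteosarcoma cells stably expressing GPR55 and beta-arrestin-GFP; plate controls were DMSO negative control for no effect and LPI positive control for full effect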
HIV fusion peptide: inhibitors of HIV fusion peptide binding, primary screen, biochemical, uHTS, fluorescence dequenching (AID 1986); cell-free peptide binding, fluorescence dequenching, 30 min; higher % means a stronger effect; one-dose inhibition, % at 20 µM; IC50 in µM for titrated hits; actives 0.3% (n = 290,000); in the data active = inhibition mostly above about 52%, no sharp cut-off; inactive = mostly below about 76%; also: some results filed as inactive read as strong as hits
HEK293 NOD2/NF-kB: inhibition of NOD2-driven NF-kB reporter – cell-based, luminescence, uHTS, HEK293 (AID 1566); HEK293 NOD2/NF-kB luciferase reporter, luminescence; higher % means a stronger effect; inhibition, % at 4 µM; hits with a dose series show EC50 in µM; actives 0.63% (n = 290,000); also: many of its hits are not listed in these tables
SV40 large T antigen: TAg ATPase/helicase activity blockers – biochemical (AID 1903); inhibition, % at 20 µM; hits with a dose series show IC50 in µM; SV40 large T antigen ATPase/helicase inhibition assay; higher % means a stronger effect; actives 0.39% (n = 310,000); in the data active = a potency from the dose series; inconclusive = inhibition mostly from about 32% at the one dose, without a potency; inactive = the rest, 99 in 100 with inhibition below about 32%; also: strong numbers were not always called active
KOR beta-arrestin-1: KOR antagonists, beta-arrestin recruitment, cell-based, luminescence, uHTS (AID 1778). KOR beta-arrestin recruitment, luminescence, antagonist mode; higher % means a stronger effect. one-dose inhibition, % at 10 µM; IC50 in µM for titrated hits. actives 0.091% (n = 290,000); also: strong numbers were not always called active
KOR beta-arrestin-2: kappa opioid receptor activators – cell-based, luminescence, uHTS, primary screen (AID 1777). KOR beta-arrestin recruitment, luminescence; higher % means a stronger effect. activation, % at 10 µM; hits with a dose series show EC50 in µM. actives 0.02% (n = 280,000); in the data active = activation above about 50%, passing the limit was not always enough; also: a part of the inactive calls stands beside numbers as strong as those of hits
Rac1 GTP hydrolysis: MgcRacGAP GTPase-activating activity inhibitors, confirmation, biochemical, ADP Hunter fluorescence; actives 0.6% (n = 340,000); inhibition, % at 30 µM, or IC50 in µM where a hit was titrated; MgcRacGAP-stimulated Rac1 GTP hydrolysis, ADP Hunter fluorescence; higher % means a stronger effect; GST-tagged Rac1 F28L mutant substrate; AID 624330;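 active = first-screen hits whose inhibition reached a set limit at any dose in the follow-up dose series; inconclusive = inhibition above the set first-screen limit but never retested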;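 also: fluorescence reports GDP produced by GAP-driven GTP hydrolysis; strong numbers were not always called active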
NOD1 NF-kB reporter: inhibition of NOD1-driven NF-kB reporter – cell-based, luminescence, uHTS, primary screen (AID 1578) | NOD1-driven NF-kB luciferase reporter cells, luminescence; higher % means a stronger effect | one-dose inhibition, % at 4 µM; EC50 in µM for titrated hits | actives 1% (n = 290,000); in the data active = inhibition mostly above about 36%, no sharp cut-off; inactive = mostly below about 34%;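 also: HEK-293T reporter cells stimulated with the NOD1 agonist gamma-tri-DAP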
* = called active by the depositor; ? = inconclusive; . = not tested or not shown; [ ] = dose if it differs, or a comment. Rule as the data show it, unless noted: active = inhibition above about 50%; inactive = the rest. Only part of the results is shown, so the mix of outcomes need not match the whole.

The first 5 records, to show the layout:
Results follow in this order: GPR55 antagonists | GPR55 beta-arrestin | HIV fusion peptide | HEK293 NOD2/NF-kB | SV40 large T antigen | KOR beta-arrestin-1 | KOR beta-arrestin-2 | Rac1 GTP hydrolysis | NOD1 NF-kB reporter
> Cc1ccc(CS(=O)(=O)CCC(=O)NCc2ccc(F)cc2)cc1
 : -4% | -0.1% | -0.6% | 17% | 10% | -28% | -4.9% | 7% | -4%
> Cc1ccc(NC(=S)NCCO)c(C)c1
 : 5% | 0.7% | -1.6% | -1% | 4% | -16% | -1.5% | 0% | -11%
> COc1ccc(-c2cc(CS(=O)(=O)c3ccccc3)on2)cc1
 : 4% | 0.2% | 2.0% | -24% | 4% | -20%[20 µM] | -3.1% | 4% | -29%
> COc1ccc2occ(C(=O)c3coc4ccc(O)c(CN(C)C)c34)c2c1
 : -1% | -0.3% | -1.1% | 5% | 11% | 19% | 6.5% | 10% | -31%
> C=CCSc1ncc(C(=O)OCC)c(N)n1
 : 5% | 0.3% | -1.2% | -16% | 1% | -12% | -6.3% | 5% | -46%

Main list (from the top)
Results follow in this order: GPR55 antagonists | GPR55 beta-arrestin | HIV fusion peptide | HEK293 NOD2/NF-kB | SV40 large T antigen | KOR beta-arrestin-1 | KOR beta-arrestin-2 | Rac1 GTP hydrolysis | NOD1 NF-kB reporter
> Cc1ccc(CS(=O)(=O)CCC(=O)NCc2ccc(F)cc2)cc1
 : -4% | -0.1% | -0.6% | 17% | 10% | -28% | -4.9% | 7% | -4%
> Cc1ccc(NC(=S)NCCO)c(C)c1
 : 5% | 0.7% | -1.6% | -1% | 4% | -16% | -1.5% | 0% | -11%
> COc1ccc(-c2cc(CS(=O)(=O)c3ccccc3)on2)cc1
 : 4% | 0.2% | 2.0% | -24% | 4% | -20%[20 µM] | -3.1% | 4% | -29%
> COc1ccc2occ(C(=O)c3coc4ccc(O)c(CN(C)C)c34)c2c1
 : -1% | -0.3% | -1.1% | 5% | 11% | 19% | 6.5% | 10% | -31%
> C=CCSc1ncc(C(=O)OCC)c(N)n1
 : 5% | 0.3% | -1.2% | -16% | 1% | -12% | -6.3% | 5% | -46%
> N#Cc1ccc(C(=O)Nc2ccc(N3CCN(C(=O)c4ccco4)CC3)cc2)c(F)c1
 : -6% | -0.2% | -0.6% | 4% | 4% | 1% | -0.6% | 5% | 15%
> COc1cccc(N2CCN(C(=O)CCn3c(=S)[nH]c4cc5c(cc4c3=O)OCO5)CC2)c1
 : 7% | -0.1% | 2.0% | 14% | 5% | -18% | -0.4% | . | 26%
> Fc1cc(F)nc(NCc2ccccc2)n1
 : 1% | 0.0% | -0.3% | 18% | 19% | 4% | -1.9% | -1% | -6%
> CNS(=O)(=O)c1cccc(C(=O)OCC(=O)Nc2ccc(-c3nc4ccc(C)cc4s3)cc2)c1
 : 5% | 0.3% | 1.1% | -197% | 6% | -274%[20 µM] | -0.8% | 13% | -42%
> COc1ccc(S(=O)(=O)N(C)C)cc1NS(=O)(=O)c1ccc(F)c(F)c1F
 : 0% | 0.1% | -1.9% | -6% | 9% | 12% | -0.3% | -4% | 40%
> COCCn1c(SCc2nc3cc(OC)c(OC)cc3c(=O)[nH]2)nnc1-c1ccncc1
 : 42% | -0.1% | -0.5% | 15% | -1% | -2% | 6.9% | 13% | -19%
> CC(C)(C)c1ccc(CN2C3=NCCCN3c3ccccc32)cc1
 : 29% | -0.2% | 0.2% | -13% | 24% | -59% | 3.0% | 6% | 112%*
> CN(C(=O)CSc1ncnc2sccc12)c1c(N)n(Cc2ccccc2)c(=O)[nH]c1=O
 : 2% | 0.2% | 0.7% | 8% | 9% | 20% | -2.0% | 12% | -1%
> O=C(Nc1ccc(Cl)c(Cl)c1)C1=Cc2ccccc2OC1
 : -6% | 0.0% | 1.3% | -60% | 6% | -83% | 0.9% | 11% | -56%
> Oc1ccccc1Nc1nc(NCc2ccccc2)c2ccccc2n1
 : 24% | 0.2% | -3.4% | 16% | ? | -82% | 43% | ? | 37%
> S=C(NCCc1ccccc1)Nc1ccccc1
 : 3% | 0.0% | -1.3% | -16% | . | 5% | 0.6% | 9% | 0%
> CCCCn1c(SCC(=O)N2CCC(C)CC2)nc2cc(S(N)(=O)=O)ccc21
 : 11% | 0.1% | -4.1% | 4% | 15% | 25% | 7.9% | 4% | 33%
> CC(=O)N1c2ccc(S(=O)(=O)N3CCCC3C(=O)NCc3ccc(Cl)cc3)cc2CC1C (stereo not drawn)
 : -22% | -0.3% | -0.9% | 13% | . | -4%[20 µM] | 0.2% | 5% | -6%
> CCOC(=O)C1CCN(C(=O)c2ccc3c(c2)NC(=O)/C(=C/c2ccccc2)S3)CC1
 : 5% | -0.2% | 0.6% | 8% | 16% | -30% | 1.5% | -19% | 17%
> Cc1nc2cc(Cl)c([N+](=O)[O-])cc2s1
 : 8% | -0.1% | -0.3% | 12% | -2% | -8% | -2.9% | 1% | -6%
> CCOc1ccccc1NC(=O)c1nc(S(=O)(=O)Cc2ccccc2)ncc1Cl
 : 0% | -0.1% | -1.5% | -2% | 8% | 2% | -5.1% | 12% | 24%
> Cc1ccccc1NC(=O)CCC(=O)OCC(=O)c1ccc(-c2ccccc2)cc1
 : -4% | 0.0% | -1.6% | 4% | 3% | -18% | 2.2% | 6% | -19%
> Cc1ccc(S(=O)(=O)Nc2cccc(-n3cnnn3)c2)cc1C
 : 10% | -0.2% | -0.3% | 17% | -1% | -16% | 2.5% | 3% | -25%
> CCCCSCc1cc(C(=O)O)oc1C(C)(C)C
 : -4% | 0.1% | 0.0% | 20% | 25% | 2% | -1.9% | 4% | -11%
> Clc1ccc(OCc2nn[nH]n2)cc1
 : -4% | -0.2% | -0.7% | 2% | 14% | -22%[20 µM] | 1.9% | 13% | 5%
> CC(=O)c1c(C)n(-c2ccc(N(C)C)cc2)c2ccc(OCC(N)=O)cc12
 : -7% | -0.2% | -0.7% | 26% | 4% | -5% | -0.3% | 11% | 21%
> COc1ccc(C(=O)Nc2ccccc2C(=O)N2CCOCC2)cc1OC
 : -4% | 0.0% | 0.6% | 4% | 8% | 12% | -0.8% | 7% | -4%
> CC1=Nn2c(nnc2C2CCCCC2)SC1
 : 5% | -0.1% | -0.3% | 1% | 1% | 28% | -2.2% | 7% | 5%
> COCCNc1c(-c2ccc(O)cc2)nc2ccc(Cl)cn12
 : -4% | -0.2% | 4.5% | 10% | 26% | -1% | 3.0% | ? | -6%
> CCOc1ccc(/C=C/C2=NNC(=O)CC2)cc1
 : 10% | -0.1% | 0.3% | -48% | 7% | -6%[20 µM] | -1.2% | 3% | -39%
> CC(C)NC(=O)CCS(=O)(=O)c1cccc2nonc12
 : 8% | -0.1% | 1.8% | -6% | 1% | -14% | -5.3% | -1% | 10%
> CN(C)c1cc(N/N=C/c2ccc(Cl)cc2)nc(N(C)C)n1
 : 0% | 0.2% | -3.1% | 11% | -4% | -12% | -1.8% | -3% | 11%
> COC(=O)CCN(c1ccccc1)S(=O)(=O)c1cc(-c2cc(C)no2)ccc1OC
 : -11% | -0.1% | -0.8% | 15% | 8% | -12% | 5.6% | 3% | -20%
> O=C(O)CC(NC(=O)C(c1ccccc1)c1ccccc1)c1cccc([N+](=O)[O-])c1 (stereo not drawn)
 : 10% | 0.2% | 0.1% | 4% | 16% | -5% | -3.1% | 9% | 0%
> CC(C)c1ccc(NC(=S)NC2CCCCCC2)cc1
 : 9% | 0.3% | -1.6% | -60% | 9% | -15%[20 µM] | -1.8% | 6% | -32%
> CN(Cc1ccc(Cl)s1)C(=O)CCl
 : 18% | -0.3% | 0.0% | 12% | 11% | 2% | -4.3% | 10% | 100%*
> COC(=O)c1ccc(N2CCN(c3ccccc3)CC2)nc1
 : 1% | -0.1% | -1.3% | -61% | 18% | 4% | -9.7% | . | -16%
> Cc1cccc(NC(=S)N2CCC(NC(=O)c3ccco3)CC2)c1
 : 7% | -0.1% | 0.6% | 0% | 16% | -5% | 1.9% | 5% | -40%
> O=C(O)c1ccc(CS(=O)(=O)c2ccc(Br)cc2)cc1
 : -4% | 0.3% | 0.0% | 3% | -9% | 14%[20 µM] | 4.9% | 7% | 44%
> Cc1cccc(NC(=O)/C(C#N)=C/c2ccc(Cl)cc2)n1
 : 8% | -0.1% | 0.0% | 14% | 8% | 17% | -12% | 8% | -5%
> CCOC(=O)N1CCN(C(=O)c2ccccc2NC(=O)COc2ccccc2C)CC1
 : -6% | -0.1% | -1.7% | 10% | 2% | 13% | 8.3% | 10% | 1%
> Cc1c(C(C)C)c(=O)n(-c2ccc(S(=O)(=O)NC3CC3)cc2)n1C
 : 12% | -0.1% | 0.7% | -7% | 4% | -16%[20 µM] | . | 10% | -15%
> CCN1CCN(C(=O)CCc2nnc(CCc3c[nH]c4ccccc34)o2)[C@@H](C)C1=O
 : 6% | -0.3% | -0.3% | 16% | 13% | -21% | -4.6% | -19% | -15%
> CCOC(=O)C1(Cc2cccc(Cl)c2)CCCN(C(=O)c2cccnc2)C1 (stereo not drawn)
 : -5% | -0.1% | -0.9% | 5% | 5% | -35%[20 µM] | . | 2% | -33%
> Cc1ccc(C)c(N2C(=N)S/C(=C\c3ccc(-c4ccccc4C(=O)O)o3)C2=O)c1
 : 18% | 0.3% | 52% | 17% | 17% | 26% | -4.7% | 16% | -14%
> CNc1nc(NC#N)nc(SC)n1
 : 6% | 0.3% | 0.4% | 8% | 19% | -18% | 3.3% | 15% | 9%
> COc1cc(C=O)ccc1OCC(=O)NC(C)(C)C
 : 4% | 0.2% | -1.2% | -8% | 9% | -50%[20 µM] | -2.8% | 5% | 8%
> COc1cc2nc(Nc3ccc(C)c(C)c3)nc(N)c2cc1OC
 : 7% | 0.0% | -0.9% | -7% | 2% | 7% | 0.1% | 17% | 2%
> Cc1cccc(NC(=O)C2CCCN2S(=O)(=O)c2ccc(F)cc2)c1C (stereo not drawn)
 : 2% | -0.1% | -1.5% | 11% | 1% | -42% | -2.4% | -6% | 12%
> Cc1ccc(-n2nnnc2SCC(=O)Nc2ncc(Cc3ccccc3Cl)s2)cc1
 : -1% | 0.3% | -1.5% | 7% | -8% | -27% | -1.2% | -3% | -17%
> CCOCCSc1nc2c(c(=O)[nH]c(=O)n2C)n1CCCc1ccccc1
 : -10% | 0.3% | 0.6% | 17% | 3% | 4% | -3.5% | 3% | 2%
> CCOCC(=O)Nc1ccc(S(=O)(=O)Nc2nccs2)cc1
 : 12% | -0.2% | 1.3% | 10% | 7% | 0% | -4.7% | 2% | -14%
